# Screening data as filed in PubChem BioAssay.
# CAL PDZ FP-1 = CAL PDZ peptide-binding inhibitors, primary screen, biochemical, fluorescence polarization, Cer-tagged CAL PDZ, HTS; AID 504414, 2011; purified CAL PDZ, TMR-peptide fluorescence polarization, 1 h; inhibition, % at 20 µM; 330,000 compounds, 0.02% hits;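 active means highest replicate inhibition of at least 40%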;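 further: plate controls were DMSO neutral control wells for no effect and unlabeled competitor peptide control wells for full effect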
#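 Control set: unlabelled peptide and DMSO controls / Material: purified CerCALP PDZ construct / Timing: 1 h incubation at room temperature before polarization reading / Doses: 20 µM, one dose / Detection: fluorescence polarization (mP)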
# Wnt bcat act = Wnt/beta-catenin pathway activators, primary screen, cell-based, plate reader, single point | Wnt/beta-catenin reporter cell assay, activator | activation, % at 9.35 µM | 300,000 compounds, 1.2% hits | AID 743398, 2014; in the data active means activation above about 30%, passing the limit was not always enough; inconclusive means no clear call, values can overlap the other calls;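 further: 0% = neutral control wells and 100% = positive control wells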
# MITF act = activators of MITF-driven TRPM1 promoter reporter, primary screen, cell-based, SK-MEL-5, luciferase, single point; SK-MEL-5 TRPM1-promoter luciferase, 24 h; % of positive control, neutral wells = 0; activation, % at 12.5 µM; 300,000 compounds, 0.75% hits;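 active means mean activation of at least 80% with every replicate also reaching 80%; inconclusive means mean reaches 80% but some replicate falls short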;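 further: 0% = neutral control wells and 100% = parthenolide positive control wells; values of inactives mirror those of a sister screen read the other way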
# Rtt109 Vps75 = inhibitors of C. albicans Rtt109/Vps75 HAT, primary screen, biochemical, ThioGlo CoA-SH fluorescence, plate reader | 330,000 compounds, 0.16% hits | Histone acetyltransferase RTT109 (Candida albicans (strain SC5314 / ATCC MYA-2876)), … | purified Rtt109/Vps75, 4 h | inhibition, % at 34.9 µM;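 active means inhibition of at least 50% in every replicate; inconclusive means best replicate reaches 50% inhibition but some replicates fall short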
# Target sequence (Q5AAJ8 whole entry, looked up): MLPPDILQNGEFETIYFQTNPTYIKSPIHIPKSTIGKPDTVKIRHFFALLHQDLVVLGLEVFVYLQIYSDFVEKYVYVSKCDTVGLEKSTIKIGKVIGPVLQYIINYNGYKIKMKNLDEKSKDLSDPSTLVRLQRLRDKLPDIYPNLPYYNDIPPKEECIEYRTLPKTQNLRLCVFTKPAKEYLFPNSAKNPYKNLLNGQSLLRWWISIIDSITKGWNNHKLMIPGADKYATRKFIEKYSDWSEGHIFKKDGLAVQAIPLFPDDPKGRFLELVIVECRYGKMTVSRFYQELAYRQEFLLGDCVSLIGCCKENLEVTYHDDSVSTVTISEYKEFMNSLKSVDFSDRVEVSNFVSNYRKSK
# Tat export inh = E. coli Tat export inhibitors, primary screen, MC4100, TorA-mCherry reporter, fluorescence, single point | inhibition, % at 10 µM | 340,000 compounds, 0.036% hits | AID 488895, 2010;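 active means mean replicate inhibition at least 50% and at least half of replicates individually reaching 50%; inconclusive means only one of the two criteria met; inactive means neither criterion met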;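 further: exported cargo escapes ClpAP degradation while cytoplasmic cargo is degraded and loses fluorescence; 0% = median of neutral control wells and 100% = median of NaSCN control wells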
# V-ATPase pHluor = regulators of yeast V-ATPase proton pumping, primary screen, pHLuorin cytosolic pH fluorescence; S. cerevisiae; response, % at 10 µM; 350,000 compounds, 0.37% hits; AID 504577, 2011; in the data active means response mostly above about 7.3%, no sharp cut-off; inactive means mostly below about 5.4%; further: actives read high; inactives centre near 0; some compounds called inactive have numbers as strong as hits
# CAL PDZ FP-2 = untagged CAL PDZ binding inhibitors, primary screen, biochemical, fluorescence polarization, HTS; Golgi-associated PDZ and coiled-coil motif-containing protein (Homo sapiens), Q9HD26; purified CAL PDZ, TMR-peptide fluorescence polarization, 1 h; inhibition, % at 24.9 µM; 300,000 compounds, 0.92% hits; AID 602252, 2012;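 active means mean inhibition of at least 30% with at least half of replicates also reaching 30%; inconclusive means no clear call, values can overlap the other calls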;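 further: 0% = DMSO neutral control and 100% = excess unlabeled competitor peptide PRC23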
# cardiac RTF act = cardiac RTF calcium sensitivity activators, primary screen, biochemical, IANBD-TnC fluorescence, EC20 calcium; activation, % at 7.2 µM; IANBD-labeled TnC RTF fluorescence at EC20 calcium; 0% EC20 calcium, 100% full calcium; Troponin I, cardiac muscle (Homo sapiens) + Troponin T, cardiac muscle (Homo sapiens) + …; 340,000 compounds, 0.24% hits;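 active means activation above the mean over all tested compounds plus 3 SD, cut at about 30% in these data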;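 further: rise in fluorescence read as greater calcium sensitivity of cardiac thin filaments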
# dFosB act = activators of delta FosB homodimer, primary screen, biochemical, fluorescence polarization, TAMRA-CDK5 oligo, single point; Protein FosB (Mus musculus), P13346; purified delta FosB; percent of positive-control signal above neutral wells; activation, % at 25 µM; 340,000 compounds, 0.99% hits; AID 493131, 2011;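 active means mean activation above about 17%, with every replicate also reaching it, limit read from the data, passing the limit was not always enough; inconclusive means only one of the two conditions met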;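 further: fluorescence polarization rise as delta FosB binds a TAMRA Cdk5 AP-1 oligo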
# CDK5 inh = inhibitors of human CDK5/p35 kinase, primary screen, biochemical, single concentration; inhibition, % at 10 µM; Recombinant CDK5/p35, ADP-Glo luminescence, 60 min; Cyclin-dependent kinase 5 (Homo sapiens) + Cyclin-dependent kinase 5 activator 1 (Homo …; 330,000 compounds, 0.01% hits; AID 488839, 2010;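 active means highest replicate inhibition of at least 50% and at least 75% of replicates reaching 50%; inconclusive means only one of the two criteria met; inactive means both criteria failed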;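 further: plate controls were DMSO neutral control for no effect and GW8510 at 10 µM for full effect; many of its hits are not listed in these tables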
# Target sequence (Q00535 whole entry, looked up): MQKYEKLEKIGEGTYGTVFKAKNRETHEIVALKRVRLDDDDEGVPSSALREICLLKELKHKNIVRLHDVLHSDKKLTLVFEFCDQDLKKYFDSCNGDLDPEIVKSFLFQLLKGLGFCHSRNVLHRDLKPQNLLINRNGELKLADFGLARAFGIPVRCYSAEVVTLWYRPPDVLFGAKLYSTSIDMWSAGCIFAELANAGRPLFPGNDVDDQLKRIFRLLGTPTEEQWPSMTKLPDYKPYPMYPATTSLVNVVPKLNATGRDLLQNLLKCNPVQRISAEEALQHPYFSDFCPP
# Target sequence (Q15078 whole entry, looked up): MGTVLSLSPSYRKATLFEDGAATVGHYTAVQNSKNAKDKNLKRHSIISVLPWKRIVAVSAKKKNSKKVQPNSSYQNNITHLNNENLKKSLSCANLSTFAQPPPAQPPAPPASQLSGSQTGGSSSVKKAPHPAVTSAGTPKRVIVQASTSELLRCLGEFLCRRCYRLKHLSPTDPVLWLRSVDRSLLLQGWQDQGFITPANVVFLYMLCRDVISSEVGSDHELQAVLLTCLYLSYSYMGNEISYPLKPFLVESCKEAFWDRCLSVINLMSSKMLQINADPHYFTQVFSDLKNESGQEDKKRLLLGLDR
# * marks the source's active call; other numbers are inactive results; ? = inconclusive; nt = not tested or not shown.
# Every second line gives: Rtt109 Vps75, cardiac RTF act, Wnt bcat act, V-ATPase pHluor, CAL PDZ FP-1, dFosB act, CAL PDZ FP-2, CDK5 inh, Tat export inh, MITF act
- Nc1nc(N)nc(-c2cccc(Cl)c2)n1
    4, 1, 13, -1, -0.9, -4, -2, -0.5, 4, 44
- COc1ccc(CCN2C(=O)CSC2=Nc2ccc(C(C)C)cc2)cc1OC
    10, nt, -5, 0, 0.5, -8, 0, -0.1, 15, nt
- Cc1cccnc1Sc1c([N+](=O)[O-])ncn1C
    nt, 0, nt, 3, -1.5, -4, 1, -0.6, -9, nt
- O=C(COC(=O)c1ccccc1)Nc1cc(S(=O)(=O)N2CCCCCC2)ccc1Cl
    -2, -3, 5, -4, -0.8, 15, -5, -0.4, 4, -4
- O=c1c2sc3nc(N4CCOCC4)c4c(c3c2nnn1Cc1ccccc1)CCCC4
    5, 2, nt, -1, -1.5, -1, -1, 1.3, 17, 5
- Cc1ccc(S(=O)(=O)c2nc(Nc3ccccc3)sc2Cl)cc1
    -5, -7, -3, -2, -3.0, -5, -4, 0.0, 11, -3
- COCCCNc1nc2ccccc2nc1NS(=O)(=O)c1cccc(C)c1
    -9, 1, 2, 0, -0.2, 5, -1, 1.1, -9, -14
- COc1ccc(NC(=O)/C(=C/c2cccs2)NC(=O)c2ccco2)cc1
    nt, -2, 4, -2, 0.5, -12, -1, 1.4, 8, nt
- O=C(CSc1ccc2nnc(CCNC(=O)c3ccccc3)n2n1)NCc1ccccc1
    8, 4, 0, nt, -0.6, -15, 0, -0.1, -5, -10
- CCN(CC)CCNC(=O)C12CC3CC(C)(CC(C)(C3)C1)C2
    7, 7, nt, -2, -1.2, 7, -3, 1.4, -2, 1

# A few values from the list:
# For cardiac RTF act, O=c1c2sc3nc(N4CCOCC4)c4c(c3c2nnn1Cc1ccccc1)CCCC4 is listed with 2
# For Tat export inh, COCCCNc1nc2ccccc2nc1NS(=O)(=O)c1cccc(C)c1 is listed with -9

# Later entries:
# Every second line gives: Rtt109 Vps75, cardiac RTF act, Wnt bcat act, V-ATPase pHluor, CAL PDZ FP-1, dFosB act, CAL PDZ FP-2, CDK5 inh, Tat export inh, MITF act
- CC(C)Cn1c(NCCN(C)C)nc2c1c(=O)[nH]c(=O)n2C
    -6, -6, nt, 3, -2.1, -2, -1, 0.3, -1, 1
- COc1ccccc1CNCc1cccc(Oc2ccccc2)c1
    5, 3, 12, -3, 0.1, -11, -7, 0.2, 6, 17
- Cc1cccc(C)c1N(CC(=O)N1CCN(C)CC1)S(C)(=O)=O
    -4, -4, nt, 0, -3.5, 8, 0, -2.8, 6, -1
- O=C(NCCN1CCOCC1)Nc1cccc(Cl)c1
    -9, 2, 0, 0, -0.6, 0, -2, 0.2, -2, 0
- CC(=O)Nc1ccc(NC(=O)C(C)OC(=O)C2CCCCC2)cc1 (configuration not stated)
    1, -2, 1, -1, 1.0, 7, -2, 0.2, 4, 8
- Cn1c(CNC(=O)c2ccc(F)cc2)cc2ccccc21
    11, 2, -1, 6, 0.0, 0, nt, 3.1, 1, -1
- CCOc1ccccc1/C=N/NC(=O)CNC(=O)c1cccs1
    1, 7, -1, 3, -0.8, -11, 5, -4.1, 17, 1
- COc1c(C)cccc1C(=O)Nc1ccc(N2CCOCC2)c(Cl)c1
    21, -5, nt, 12, -0.7, -8, 2, 2.7, -1, 89*
- CCCCOc1ccc(CN(CCO)CCO)cc1[N+](=O)[O-]
    nt, -1, 8, -6, -3.4, 2, -2, -1.0, -4, 22
- O=C(OCCN=C1NS(=O)(=O)c2ccccc21)c1ccco1
    -5, 6, -1, 0, -0.1, -3, -2, -0.2, -4, -4
- O=C1CCC(C(=O)N2CCC(O)CC2)CN1CCc1ccc(Cl)cc1 (configuration not stated)
    -6, -1, 0, 2, -2.7, -2, -4, 1.3, -4, -4
- COc1ccc(/C=C/C(=O)NCC(=O)N/N=C/c2ccc(OC)cc2)cc1
    -2, -3, 10, 2, -0.4, 1, -4, -0.3, 7, -5
- O=C(Cc1ccsc1)Nc1cc(F)ccc1F
    -7, 7, 1, 2, -0.3, -1, 0, 0.1, -3, -1
- COc1ccccc1CN1C(=O)C(=O)N(Cc2cccc(C)c2)C1=O
    -1, 1, 0, 1, -1.6, 5, -2, 0.8, 2, 7
- CN1C(=O)CC(N2CCC(c3nc4ccccc4[nH]3)CC2)C1=O (configuration not stated)
    -3, 4, -2, 4, -0.3, 7, -2, 0.7, 3, -3
- CC1CCCCC1NC(=O)CSCC(=O)O (configuration not stated)
    0, -1, nt, 1, -1.3, -4, 1, -4.4, 5, -3
- Cc1ccc(C)c(NC(=O)CN(C)C(=O)c2nn(C)c(=O)c3ccccc23)c1
    -3, 5, 0, -2, -1.3, -9, -9, 1.6, -1, 0
- O=C1c2ccccc2C(O)(c2ccccc2)N1C1CC1 (configuration not stated)
    -3, -1, 0, -5, -0.7, -7, 6, -6.5, -5, 7
- Cc1ncc(CO)c(/C=N/NC(=O)c2cc3c(s2)CCCC3)c1O
    -29, 5, -3, 1, -7.1, -28, -5, -4.3, 7, -42
- O=C(NCc1ccco1)/C(=C/C=C/c1ccccc1)NC(=O)c1ccco1
    5, -4, 1, 2, -4.5, 2, -3, -1.9, -12, 2
- O=C(Nc1cccc(F)c1)c1ccc(-c2ccccc2Cl)o1
    -1, 6, nt, 4, -1.5, -14, -3, 0.2, 14, 60
- O=C(COC(=O)C1CCC(=O)N1)Nc1ccc(Oc2ccccc2)cc1 (configuration not stated)
    2, 18, -2, 2, -2.6, -8, -2, -0.4, -8, 9
- O=C(NNC(=O)c1ccccc1-n1cccc1)c1ccc(Cl)c(Cl)c1
    14, -9, -2, -1, -0.3, -2, -3, -0.3, -3, -11
- COc1cc(/C=C/c2nc3ccccc3c(=O)[nH]2)cc(Br)c1O
    1, 10, 1, -3, -0.4, ?, -3, -0.6, -6, 16
- COc1ccccc1NS(=O)(=O)c1ccc(NC(=O)c2nc3nc(C)cc(C(F)F)n3n2)cc1
    -1, -4, nt, 1, -1.1, -1, -1, 0.8, -3, -1
- Cc1ccc(-n2cccc2/C=C2\C(=N)N3N=C(c4ccco4)SC3=NC2=O)cc1
    0, -7, -3, -4, -3.3, -15, -9, 2.4, 1, 10
- CC1(C(=O)NCc2ccc(F)cc2)Oc2ccccc2NC1=O (configuration not stated)
    11, 0, 0, 6, -1.6, -1, -8, 2.1, -5, 8
- COc1ccc(CCNC(=O)c2c(C)nn(CC(C)C)c2Cl)cc1OC
    -4, -3, -2, 2, -2.6, -12, -1, 0.6, -1, -3
- O=C1c2cccnc2C(Nc2ccccc2Br)N1Cc1ccco1 (configuration not stated)
    0, 5, -6, -1, -3.2, -4, -5, -1.5, 2, -12
- O=S1(=O)CCOC(CO)CN1Cc1ccc(Cl)c(Cl)c1 (configuration not stated)
    1, -2, -12, 2, -0.8, -3, -3, 0.9, -11, 4
- O=C(Nc1cccc(S(=O)(=O)NCc2ccco2)c1)c1cccc(Cl)c1
    -6, -8, -5, 4, 0.4, -1, 0, -0.5, -3, -10
- O=C(NCc1ccccn1)c1ccc(OC2CCN(Cc3cccs3)CC2)cc1
    9, -3, 1, 2, 0.0, -13, nt, 0.7, -4, 9
- COc1ccc(C2CC(=O)Nc3sc(=N)c4c(N)c(C#N)c(N)nc4c32)cc1OC (configuration not stated)
    14, 1, -3, 0, -2.9, 2, 1, 0.8, -19, -6
- Cc1ccc(NS(=O)(=O)c2cccc3nsnc23)cc1C
    -1, -2, -2, -1, -0.2, 0, -2, 1.0, -4, -3
- COc1ccc2nc(Cl)cc(Cl)c2c1
    -2, 2, 2, 0, -0.5, -6, nt, -1.5, -8, nt
- CCc1ccc(/C(C)=N/NC(=O)c2c[nH]c3ccccc23)s1
    0, -2, 3, -4, -1.2, 3, nt, -2.2, -3, 8
- CC(NC(=O)C1CCCN(S(=O)(=O)N2CCOCC2)C1)c1ccccc1 (configuration not stated)
    1, -3, -2, -1, -2.4, -3, -2, nt, 3, -4
- COc1cccc(C2CC(c3cccs3)=NN2C(=S)Nc2ccccc2)c1OC (configuration not stated)
    15, 12, nt, -4, -1.2, -11, 0, 1.4, -6, -16
- O=C(Nc1nnc(-c2ccco2)s1)C1CC1
    0, 5, ?, -4, -0.3, -2, -2, 0.7, -16, nt
- N#CC1=C(c2ccc(-c3ccccc3)cc2)COC1=O
    5, 2, 1, -1, -0.1, -6, -2, 2.3, -12, 6
- CCOC(=O)c1c(C)[n+]([O-])c2ccc3c(non3O)c12
    -6, 2, 3, 0, -0.5, 2, 1, 0.2, -2, -7
- CCC(=O)NCCc1nc2cc(NC(=O)c3ccccc3OC)ccc2n1C
    6, 12, 16, 2, -1.7, -1, -3, -11, -6, 49
- C=CCN=Cc1c(C)[nH]n(-c2ccccc2)c1=O
    2, -5, 18, 1, -1.8, -1, 0, 0.1, 5, 40
- N#Cc1ccccc1NC(=O)c1cc(=O)c2ccccc2o1
    8, -3, 12, -3, -0.9, 1, 0, 1.2, 1, 32
- CCOCc1c(C(=O)N2CCN(CC(=O)Nc3ccc(F)cc3)CC2)oc2ccccc12
    -1, 2, -5, -3, -1.2, -11, nt, 0.1, 0, -17
- COc1ccc(N2CCN(C(=O)COC(=O)c3ccc(OC(F)F)cc3)CC2)cc1
    -2, 1, 1, -1, -1.4, -2, 11, 0.1, 6, 4
- COc1ccc(-c2noc(CSc3nc(-c4ccccc4)cc(=O)[nH]3)n2)cc1OC
    -18, 4, nt, -1, -1.1, 11, -1, -0.9, -9, -3
- CCc1ccc2nc(SCC(=O)Nc3ccccc3N3CCOCC3)c(C#N)cc2c1
    -4, 4, -10, -2, -1.9, 24*, -3, 1.5, -15, -26
- COc1ccc(CNC(=O)CC2C(=O)NCCN2CC(C)(C)C)c(OC)c1 (configuration not stated)
    nt, -3, -4, -8, -3.1, 1, -2, -3.7, -9, 6
- Cc1ccc(C)c(NC(=O)COC(=O)CCNC(=O)c2ccco2)c1
    -1, 2, 2, -1, -0.7, -1, -2, -0.1, -6, -1
- Cc1ccccc1CSCC(=O)NCCSc1ccccn1
    -1, 0, 5, -2, -2.2, -12, -2, -0.5, 7, 20
- COc1cccc(/C=C2\SC(=O)N(CCC(=O)NNC(=O)c3cccc(Cl)c3)C2=O)c1
    -5, -5, -2, 0, 0.6, 10, -4, 1.2, 0, 12
